# L major viab = Leishmania major promastigote growth inhibition, primary screen. Leishmania major promastigotes, resazurin fluorescence viability. inhibition, % at 10 µM. 200,000 tested, 9% active; in the data active means inhibition above about 50%;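 further: promastigotes grown with compound for 44 hours at 28 °C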
# DTT redox prof = compounds producing H2O2 with reducing agent – biochemical, NIH compound library profiling, artefact control for MLSCN library redox annotation, primary screen; DTT-dependent redox cycling H2O2, phenol red/HRP absorbance; 100% = 100 µM peroxide control, 0% = buffer; activation, % at 10 µM; 200,000 tested, 0.03% active; AID 878, 2007;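 active means activation of at least 50% relative to the plate's high and low controls in the primary single-dose screen; inactive means activation below 50%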;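 further: compound incubated with DTT at 0.8 mM final as the reducing agent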
# TLR4-MyD88 BLA = inhibitors of TLR4-MyD88 association in cells, primary screen, cell-based, HeLa CL3-4, BLA complementation, FRET ratio | Toll-like receptor 4 (Homo sapiens) + Myeloid differentiation primary response protein … | HeLa CL3-4 TLR4/MyD88 BLA complementation | inhibition, % at 8.4 µM | 200,000 tested, 0.18% active | AID 861, 2007; in the data active means inhibition above about 25%;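 further: 0% = vehicle and 100% = reference inhibitor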
# bIAP activator = bovine intestinal alkaline phosphatase activators, primary screen, biochemical, bovine IAP, CDP-star luminescence; purified bovine IAP, 30 min; stronger effect = higher value; fold of DMSO-control signal, blank-subtracted; alkaline phosphatase, intestinal [Bos taurus]; activation factor at 20 µM; 200,000 tested, 0.17% active;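 active means activation factor of 2 or more at 20 µM, a signal rise over negative controls twice the positive control's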
# PPARg SRC1 recr = PPARgamma agonists recruiting SRC-1 coactivator, primary screen, biochemical | Peroxisome proliferator-activated receptor gamma (Homo sapiens), P37231 | PPARgamma-SRC-1 coactivator recruitment biochemical assay | activation, % at 8 µM | 200,000 tested, 0.41% active | AID 631, 2007; in the data active means activation above about 19%;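 further: 0% = DMSO and 100% = reference agonist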
# Target sequence (P37231 whole entry, looked up): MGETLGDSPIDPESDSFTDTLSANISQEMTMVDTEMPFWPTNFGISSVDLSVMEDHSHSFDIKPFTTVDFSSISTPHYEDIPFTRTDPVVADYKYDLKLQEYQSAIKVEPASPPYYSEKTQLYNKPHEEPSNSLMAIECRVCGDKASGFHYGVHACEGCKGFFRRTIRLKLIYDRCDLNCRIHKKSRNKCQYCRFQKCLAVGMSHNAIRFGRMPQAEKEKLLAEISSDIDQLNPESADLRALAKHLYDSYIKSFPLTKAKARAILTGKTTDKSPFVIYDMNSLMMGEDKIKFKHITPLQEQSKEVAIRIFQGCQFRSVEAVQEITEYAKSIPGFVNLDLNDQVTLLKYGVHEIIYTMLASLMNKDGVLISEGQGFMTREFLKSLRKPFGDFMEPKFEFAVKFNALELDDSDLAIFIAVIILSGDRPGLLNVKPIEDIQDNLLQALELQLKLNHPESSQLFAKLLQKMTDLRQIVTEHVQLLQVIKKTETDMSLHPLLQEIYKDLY
# S1P3 antag = S1P3 receptor antagonists, primary screen, cell-based; CHO S1P3 NFAT-BLA reporter, FRET fluorescence, antagonist mode; Sphingosine 1-phosphate receptor 3 (Homo sapiens), Q99500; 170,000 tested, 0.27% active; inhibition, % at 4.98 µM;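 active means inhibition above the plate cutoff, the mean inhibition of test wells on that plate plus 3 SD, cut at about 28% in these data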;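 further: cells challenged with S1P at its EC80 of 0.8 µM; blue over green emission ratio from cleaved BLA substrate after 4 h stimulation; 0% = S1P-stimulated wells and 100% = unstimulated DMSO-only wells; some compounds past the cut are filed as inactive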
# Target sequence (Q99500 whole entry, looked up): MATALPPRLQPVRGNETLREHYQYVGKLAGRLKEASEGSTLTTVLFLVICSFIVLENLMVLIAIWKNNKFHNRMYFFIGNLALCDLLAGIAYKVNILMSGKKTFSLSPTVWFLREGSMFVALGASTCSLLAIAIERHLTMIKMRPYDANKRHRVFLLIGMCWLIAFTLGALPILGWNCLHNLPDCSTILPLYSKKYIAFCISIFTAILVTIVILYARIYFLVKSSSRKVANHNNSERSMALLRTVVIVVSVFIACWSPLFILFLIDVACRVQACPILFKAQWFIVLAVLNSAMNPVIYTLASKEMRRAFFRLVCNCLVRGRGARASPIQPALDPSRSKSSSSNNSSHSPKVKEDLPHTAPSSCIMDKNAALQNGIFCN
# SRC2 TRFRET art = TR-FRET signal artefacts, primary screen, artefact control for PPARgamma SRC-2 agonist project, biochemical | TR-FRET artefact counter-screen; stronger effect = higher value | TR-FRET ratio at 8 µM | 200,000 tested, 0.4% active; in the data active means TR-FRET ratio above about 2000; further: inactives centre near 1500
# PPARg SRC2 recr = agonists of PPARg-SRC-2 recruitment, primary screen, biochemical, HTS; 200,000 tested, 0.34% active; AID 1032, 2008; activation, % at 8 µM; Peroxisome proliferator-activated receptor gamma (Homo sapiens), P37231; PPARgamma LBD-SRC-2 recruitment; in the data active means activation above about 22%;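 further: 0% = vehicle and 100% = reference agonist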
# bIAP inhibitor = bovine intestinal alkaline phosphatase inhibitors, primary screen, selectivity assay for TNAP inhibitor project, biochemical, bovine IAP, CDP-star luminescence | alkaline phosphatase, intestinal [Bos taurus] | purified bovine IAP, 30 min | inhibition, % at 20 µM | 190,000 tested, under 10 active;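 active means over 50% inhibition of intestinal alkaline phosphatase at 20 µM in the single-dose screen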
#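 Assay system – bovine IAP enzyme · Quantity – bovine IAP at 1/65,000,000 final dilution · Detection – CDP-star luminescence signal · Times – 30 min reaction at room temperature · Also added – CDP-star substrate at 30 µM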
# ROMK mod = ROMK potassium channel modulators, primary screen, cell-based, thallium flux, MLSMR library. B-score at 10 µM. ATP-sensitive inward rectifier potassium channel 1 (Homo sapiens), P48048. Tet-inducible ROMK, thallium flux fluorescence; actives lie on both sides. 130,000 tested, 2% active;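 active means signal ratio slope over the read window, or its plate-corrected B-score, at least 3 SD from the plate mean, either direction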;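 further: B-score of the F/F0 ratio slope over 7 to 12 s after thallium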
# PPARg SRC3 recr = PPARgamma agonists recruiting SRC-3 coactivator, primary screen, biochemical; activation, % at 8 µM; 200,000 tested, 0.26% active; biochemical PPARgamma/SRC-3 coactivator recruitment assay; AID 731, 2007; in the data active means activation above about 23%;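 further: 0% = DMSO and 100% = reference agonist; some compounds past the cut are filed as inactive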
# * marks the source's active call; other numbers are inactive results; . = no result given.
[1] COCCn1c(=O)[nH]c2cc(C(=O)NC(C)C)ccc2c1=O
[2] CCOC(=O)Cc1csc(NC(=O)CCCCCN2C(=O)c3ccccc3C2=O)n1
[3] CN1CCN(S(=O)(=O)c2cccc(S(=O)(=O)c3ccc(Cl)cc3)c2)CC1
[4] CCCCCNC(=O)c1ccc2c(=O)n(CCCOCC)c(=S)[nH]c2c1
[5] CC(C)Cc1nc(N2CCN(C(=O)c3ccco3)CC2)c(C#N)c2c1CCC2
[6] Cc1ccccc1Nc1nc(N)nc(COC(=O)/C=C/c2ccco2)n1
[7] O=C(Cn1c(COc2ccccc2)nc2ccccc21)Nc1cccc(Cl)c1
[8] CN1CCN(C(=O)C2=C[C@@H](c3ccc4c(c3)OCO4)C[C@@H](OCc3ccc(CO)cc3)O2)CC1
entry no.	1	2	3	4	5	6	7	8
L major viab	-4	-4	-2	11	51*	11	-4	-5
DTT redox prof	-0.9	2.4	1.0	-0.8	1.6	0.1	1.4	-0.6
TLR4-MyD88 BLA	2	3	-16	-4	2	-10	-4	4
bIAP activator	1	1.1	1.1	0.9	1.1	1	1.2	1
PPARg SRC1 recr	-3	-6	-2	14	3	-1	-1	5
S1P3 antag	.	.	-40	-9	.	-7	3	-10
SRC2 TRFRET art	1512	1582	1511	1683	1557	1403	1634	1565
PPARg SRC2 recr	-2	2	0	9	4	3	8	-1
bIAP inhibitor	5	-5	-8	7	-10	1	-19	0
ROMK mod	.	.	.	-1.4	-2.9	-0.42	.	.
PPARg SRC3 recr	-10	-3	-9	1	6	-1	5	-1

[9] O=[N+]([O-])c1ccc(CN2CCOCCOCCOCC2)cc1
[10] O=C(NC1CCCCC1)NC1(C(=O)N2CCN3CCCC3C2)CCCCC1 (stereo not drawn)
[11] Oc1ccc(N2CCN(C(c3ccccn3)c3nnnn3C3CCCC3)CC2)cc1 (stereo not drawn)
[12] O=C1NN(c2ccccc2)C(=O)/C1=C\c1ccccc1OCC(=O)N1CCOCC1
[13] CCCOC(=O)c1ccc(Oc2c(-c3ccc(O)cc3O)n[nH]c2C)cc1
[14] CC(=O)C(C(C)=O)c1c(Cl)c(O)c(O)c2c(C(=O)c3ccccc3)coc12
[15] CC1CCCN(C(=O)COc2ccc(Nc3ccccc3)cc2)C1 (stereo not drawn)
[16] Cc1ccc2nc(NC(=O)CSCc3ccccc3)sc2c1
entry no.	9	10	11	12	13	14	15	16
L major viab	39	23	19	-5	-5	-11	27	-3
DTT redox prof	-0.1	-0.3	-1.4	2.7	-0.3	0.0	-2.0	0.3
TLR4-MyD88 BLA	2	-10	6	-4	-1	-1	-18	9
bIAP activator	0.7	1	0.9	0.9	1.5	0.9	1	0.9
PPARg SRC1 recr	-4	4	14	5	2	-5	16	-2
S1P3 antag	-11	-16	.	.	6	5	5	.
SRC2 TRFRET art	1422	1532	1547	1411	1461	1616	1587	1493
PPARg SRC2 recr	-6	0	21	3	-6	12	5	1
bIAP inhibitor	26	2	7	12	-48	15	1	5
ROMK mod	.	.	.	.	0.79	-3.4*	0.018	-0.075
PPARg SRC3 recr	0	8	12	0	-2	12	7	-2

[17] CC12C(=O)N(Cc3ccco3)C(=O)C1C1c3ccccc3C2c2ccccc21 (stereo not drawn)
[18] Cc1cccc(OCc2nnc(SCC(=O)OC3CCCCC3)o2)c1
[19] O=C(CSc1nc2[nH]ncc2c(=O)n1-c1ccccc1)c1ccc2c(c1)OCCO2
[20] CCn1c(Nc2ccccc2Cl)nc2ccccc21
[21] CC(C)(C)C(=O)NC(NC(=O)C(C)(C)C)c1ccc([N+](=O)[O-])cc1
[22] O=C(N/N=C/c1ccc(-c2cccc([N+](=O)[O-])c2)o1)c1ccc([N+](=O)[O-])cc1
[23] CC(C)(O)C#Cc1ccc(CN2CCN(Cc3ccccc3)C(CCO)C2)s1 (stereo not drawn)
[24] O=C(COC(=O)c1ccc(Br)o1)NCC1CCCO1 (stereo not drawn)
entry no.	17	18	19	20	21	22	23	24
L major viab	-2	-10	12	25	-4	64*	5	-4
DTT redox prof	-0.1	-2.6	1.0	1.0	-0.2	-0.8	-0.8	-1.5
TLR4-MyD88 BLA	-1	17	14	-2	-11	2	-13	10
bIAP activator	1	0.8	1.3	0.9	1.1	1.2	1.1	0.9
PPARg SRC1 recr	0	-4	-6	9	5	3	-2	0
S1P3 antag	.	-4	-3	-7	-2	-18	9	.
SRC2 TRFRET art	1510	1520	1491	1697	1571	1853	1310	1643
PPARg SRC2 recr	-1	0	0	10	4	11	-2	8
bIAP inhibitor	2	24	-27	6	-6	-19	-12	9
ROMK mod	-1.5	.	-0.46	0.74	.	-0.49	0.6	2.3
PPARg SRC3 recr	4	-1	-11	6	2	3	-2	3

[25] O=C(NC(Cc1ccccc1)C(=O)O)c1ccc(S(=O)(=O)N2CCCCC2)cc1 (stereo not drawn)
[26] Cc1nc(N2CCC(C(N)=O)CC2)c2nnn(Cc3ccccc3)c2n1
[27] Cc1onc(-c2c(Cl)cccc2Cl)c1C(=O)N1C=CC(C(F)(F)F)=NCC1
[28] O=C(Nc1ccc(Oc2ccc(NC(=O)C3CCCO3)cc2)cc1)C1CCCO1 (stereo not drawn)
[29] O=C(O)CCNS(=O)(=O)c1ccccc1C(F)(F)F
[30] O=C(NC1CC1)c1ccc(S(=O)(=O)NC2CCCCCC2)cc1
[31] CC(C)C(=O)Nc1cccc(-c2csc(-c3ccccc3)n2)c1
[32] CCOC(=O)c1sc2ncn(CC(=O)NCC3CCCO3)c(=O)c2c1C (stereo not drawn)
entry no.	25	26	27	28	29	30	31	32
L major viab	55*	5	-5	17	-16	1	1	-3
DTT redox prof	0.2	0.6	-3.9	-1.0	-1.6	3.5	0.6	-2.3
TLR4-MyD88 BLA	9	-26	10	4	-2	19	4	-15
bIAP activator	1	0.9	1	1	1.1	0.9	0.3	0.9
PPARg SRC1 recr	1	-4	4	-5	4	1	9	-4
S1P3 antag	.	15	.	-18	-18	24	22	-10
SRC2 TRFRET art	1356	1346	1675	1374	1567	1615	1447	1397
PPARg SRC2 recr	-2	-4	10	-4	-6	-5	2	-4
bIAP inhibitor	-2	8	4	0	-6	12	.	11
ROMK mod	0.016	0.27	.	.	-1.7	.	.	.
PPARg SRC3 recr	-6	-5	10	-7	1	0	0	5

# As entered above.
# no. 25 @ DTT redox prof: 0.2
# no. 32 @ PPARg SRC2 recr: -4

# Continued.
[33] Cc1nc(-c2cccc(NS(=O)(=O)c3ccc4ccccc4c3)c2)cs1
[34] COc1ccc(CN=CC2=C(O)CNC2=O)cc1
[35] O=C(CNC(=O)c1cccc(Br)c1)N/N=C/c1cn[nH]c1-c1ccccc1
[36] O=c1ccnc(S/C=C/c2ccccc2)[nH]1
[37] COc1ccc(/C(O)=C2/C(=O)C(=O)N(c3nc(C)c(C)s3)C2c2ccco2)cc1 (stereo not drawn)
[38] O=C1C2CC=CCC2C(=O)N1c1ccc(Cc2ccncc2)cc1 (stereo not drawn)
[39] Cc1cc(/C=N/n2cnnc2)c(C)n1-c1ccc(Cl)cc1Cl
[40] CCN(CC)S(=O)(=O)c1cccc(C(=O)OCC(=O)c2ccc3c(c2)OCCO3)c1
entry no.	33	34	35	36	37	38	39	40
L major viab	-5	-1	67*	0	-5	2	41	-5
DTT redox prof	1.6	-1.6	0.0	0.5	0.3	0.4	4.8	-0.2
TLR4-MyD88 BLA	19	-2	-14	4	-2	-6	-8	-7
bIAP activator	1	0.9	0.8	1	1	0.9	1	1
PPARg SRC1 recr	-6	5	-2	0	22*	2	-1	7
S1P3 antag	.	.	-2	4	.	28	37	-31
SRC2 TRFRET art	1517	1593	1554	1821	2184*	1552	1636	1631
PPARg SRC2 recr	3	11	-9	-5	23*	-1	3	4
bIAP inhibitor	5	8	19	4	4	6	-4	-4
ROMK mod	.	.	0.01	-0.32	-0.64	-0.73	3.2*	0.12
PPARg SRC3 recr	1	6	1	0	33*	-1	-3	0

# Compound profiles, from the list above. Order of values: L major viab, DTT redox prof, TLR4-MyD88 BLA, bIAP activator, PPARg SRC1 recr, S1P3 antag, SRC2 TRFRET art, PPARg SRC2 recr, bIAP inhibitor, ROMK mod, PPARg SRC3 recr
# Profile of `CCN(CC)S(=O)(=O)c1cccc(C(=O)OCC(=O)c2ccc3c(c2)OCCO3)c1` = -5, -0.2, -7, 1, 7, -31, 1631, 4, -4, 0.12, 0
# Profile of `COc1ccc(CN=CC2=C(O)CNC2=O)cc1` = -1, -1.6, -2, 0.9, 5, ., 1593, 11, 8, ., 6
# Profile of `O=c1ccnc(S/C=C/c2ccccc2)[nH]1` = 0, 0.5, 4, 1, 0, 4, 1821, -5, 4, -0.32, 0
# Profile of `Cc1nc(-c2cccc(NS(=O)(=O)c3ccc4ccccc4c3)c2)cs1` = -5, 1.6, 19, 1, -6, ., 1517, 3, 5, ., 1
# Profile of `O=C1C2CC=CCC2C(=O)N1c1ccc(Cc2ccncc2)cc1` (stereo not drawn) = 2, 0.4, -6, 0.9, 2, 28, 1552, -1, 6, -0.73, -1

# Other compounds:
[41] O=C(COc1ccc(S(=O)(=O)NC2CCCCC2)cc1Cl)NCC1CCCO1 (stereo not drawn)
[42] CCOC(=O)c1cc([N+](=O)[O-])c([N+](=O)[O-])cc1NC(C)=O
[43] CC(Oc1cccc2cccnc12)C(=O)N/N=C/c1ccccc1 (stereo not drawn)
[44] COc1ccc(Oc2nc(C)nc3c2oc2ccccc23)cc1
[45] CC(C)CC(c1nnnn1C1CCCC1)N1CCN(C(=O)c2ccco2)CC1 (stereo not drawn)
[46] O=C(COc1ccc2ccc(=O)oc2c1)N1CCN(c2ccccc2)CC1
[47] CCS(=O)(=O)CCn1c([N+](=O)[O-])cnc1C
[48] CCc1nc(SCC(=O)NCc2ccco2)c2c3c(sc2n1)CCCC3
entry no.	41	42	43	44	45	46	47	48
L major viab	-5	71*	6	0	44	69*	-1	-6
DTT redox prof	2.4	0.5	-0.7	-3.4	2.0	0.6	1.5	-3.2
TLR4-MyD88 BLA	-7	4	2	8	3	11	1	0
bIAP activator	1.1	1	1	0.9	1.1	1.1	0.9	1
PPARg SRC1 recr	-4	-6	-4	9	0	15	0	12
S1P3 antag	24	7	0	-22	-52	-5	-1	18
SRC2 TRFRET art	1407	1604	1419	1710	1373	1438	1484	1818
PPARg SRC2 recr	-4	0	-6	7	4	-5	1	19
bIAP inhibitor	-14	-4	-5	6	-7	-6	7	-2
ROMK mod	-0.49	-1.6	.	0.21	0.57	-0.28	.	1.1
PPARg SRC3 recr	-1	-3	-7	-5	-4	4	2	21

# Screening data (PubChem BioAssay)
